High-throughput results from PubChem BioAssay.
NPC1 prom act – qHTS Assay for NPC1 Promoter Activators; 2.4% of 320,000 active; Huh7 NPC1 promoter luciferase reporter, 24 h; Potency, µM (top dose mostly 9.22 µM), without a hit: at the highest dose activation, hits mostly activators; AID 485313, 2010;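 note: potency is the fitted concentration of half-maximal effect; % of control where 0% means no effect; nearly all actives have a fitted effect of over 60% in size; reporter is driven by a mutant NPC1 promoter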
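Quantitative HTS used a cell-based reporter: Huh7 cells stably bearing the NPC1 promoter upstream of luciferase were treated with compounds for 24 h, and promoter activation was read as luminescence.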
Mito fusion act – qHTS Assay for Small Molecule Inhibitors of Mitochondrial Division or Activators of Mitochondrial Fusion. AID 485298, 2010. S. cerevisiae fusion-defective mutant growth rescue, CellTiterGlo 48 h. Potency, µM (doses to about 46.1 µM), without a hit: top-dose growth rescue (activation), hits mostly activators. 0.23% of 320,000 active;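 note: potency is the fitted concentration of half-maximal effect; % of control where 0% means no effect; nearly all actives have a fitted effect of over 45% in size; temperature-sensitive fusion mutants such as fzo1-1 at 37 °C on non-fermentable ethanol glycerol medium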
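Growth-rescue viability read-out: after 48 h at the non-permissive 37C in glycerol/ethanol YPEG, yeast mitochondrial fusion mutants are measured by CellTiterGlo luminescence; compounds (23 nl pinned per well) restoring growth score as division inhibitors or fusion activators.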
PKM2 act – qHTS Assay for Activators of Human Muscle isoform 2 Pyruvate Kinase; AID 1631, 2009; Potency, µM (top dose mostly 57.5 µM), for the others: at the top dose activation, most hits filed as activators; purified PKM2, Kinase-Glo ATP luminescence, activation; response scale: 0% is enzyme alone, no compound; 0.34% of 260,000 active; Pyruvate kinase PKM (Homo sapiens), P14618; note: potency is the fitted concentration of half-maximal effect; % is set by controls: 0 for no effect and ±100 for the full control effect; nearly all actives have a fitted effect of over 55% in size
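Purified hPK-M2 (>95% pure) converted ADP (0.1 mM final) to ATP with 0.5 mM PEP in 50 mM imidazole pH7.2, KCl, MgCl2, Tween 20, BSA; 1 h at room temperature. ATP detected by Kinase-Glo luminescence.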
RORgamma inh – qHTS for inhibitors of ROR gamma transcriptional activity. Potency, µM (top dose mostly 53.6 µM), inactives show top-dose activity change, negative = inhibition, actives largely listed as inhibitors. Nuclear receptor ROR-gamma (Mus musculus), P51450. AID 2551, 2010. Drosophila S2 Gal4-RORgamma UAS-luciferase reporter, 20 h. 5.4% of 310,000 active; note: potency is the fitted concentration of half-maximal effect; % is set by controls: 0 for no effect and ±100 for the full control effect; nearly all actives have a fitted effect of over 60% in size
Target sequence (P51450 whole entry, looked up, the tested form may be a part): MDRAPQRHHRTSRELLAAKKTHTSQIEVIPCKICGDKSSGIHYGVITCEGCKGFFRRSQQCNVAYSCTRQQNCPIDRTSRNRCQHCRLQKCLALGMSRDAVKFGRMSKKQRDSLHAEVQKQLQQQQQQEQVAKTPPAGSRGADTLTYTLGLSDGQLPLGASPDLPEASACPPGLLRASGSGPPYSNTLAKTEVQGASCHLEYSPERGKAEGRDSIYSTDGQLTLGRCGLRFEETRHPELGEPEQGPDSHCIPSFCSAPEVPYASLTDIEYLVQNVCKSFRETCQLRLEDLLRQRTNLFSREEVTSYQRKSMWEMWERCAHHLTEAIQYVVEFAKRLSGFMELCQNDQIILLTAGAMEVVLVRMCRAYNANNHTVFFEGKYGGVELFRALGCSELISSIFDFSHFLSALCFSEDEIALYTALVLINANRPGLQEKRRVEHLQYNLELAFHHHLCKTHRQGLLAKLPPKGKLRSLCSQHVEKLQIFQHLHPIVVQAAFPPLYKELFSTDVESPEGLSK
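Compounds are pin-transferred onto Drosophila Schneider cells expressing a copper-inducible Gal4–ROR gamma transactivation domain fusion. After 1 hr, copper sulfate is added to 700 uM final; luciferase is read 20 hr later.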
Menin MLL FP TR – qHTS Assay for Inhibitors Targeting the Menin-MLL Interaction in MLL Related Leukemias: Competition With Texas Red Labeled MLL-derived Mutant Peptide | Potency, µM (series often up to 61.6 µM), for inactives: at the highest dose FP activity change, negative = inhibition, hits mostly inhibitors | Menin + Texas Red MLL mutant peptide, fluorescence polarization | 0.23% of 270,000 active | O00255; active = well fitted inhibition curve with a large enough effect in the polarisation, with a control signal flat, not every such curve was filed as active; inconclusive = small, poorly fitted or top-dose-only effect, or effect the other way, or a change in a side signal; inactive = no such curve, though single readings can be large or run the other way; the % refers to the polarisation; note: potency is the fitted concentration of half-maximal effect; % of control where 0% means no effect; many of its hits are not listed in these tables
Target sequence (O00255 whole entry, looked up): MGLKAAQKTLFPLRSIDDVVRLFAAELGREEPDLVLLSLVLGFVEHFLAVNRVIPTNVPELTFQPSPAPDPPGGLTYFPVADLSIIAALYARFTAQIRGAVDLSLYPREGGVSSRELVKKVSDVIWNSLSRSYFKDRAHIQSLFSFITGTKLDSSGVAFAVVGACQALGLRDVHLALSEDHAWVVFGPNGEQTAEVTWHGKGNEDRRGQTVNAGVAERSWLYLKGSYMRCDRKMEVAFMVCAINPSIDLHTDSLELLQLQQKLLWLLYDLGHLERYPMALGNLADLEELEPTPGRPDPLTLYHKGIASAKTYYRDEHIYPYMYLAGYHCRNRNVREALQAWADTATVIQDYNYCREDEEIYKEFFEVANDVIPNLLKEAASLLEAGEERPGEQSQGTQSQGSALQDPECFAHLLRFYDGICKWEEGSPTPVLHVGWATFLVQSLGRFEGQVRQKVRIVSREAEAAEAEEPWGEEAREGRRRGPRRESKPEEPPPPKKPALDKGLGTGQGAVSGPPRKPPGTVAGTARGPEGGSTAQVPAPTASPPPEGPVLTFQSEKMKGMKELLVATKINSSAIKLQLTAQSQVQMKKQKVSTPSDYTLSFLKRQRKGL
VP16 counter – VP16 counterscreen qHTS for inhibitors of ROR gamma transcriptional activity; Potency, µM (doses to about 53.6 µM), inactives show at the top dose activity, negative = inhibition, hits mostly inhibitors; Drosophila S2 Gal4-VP16 UAS-luciferase, luminescence, 20 h; AID 2546, 2010; 3.5% of 310,000 active;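 note: Gal4-VP16 expression switched on by copper sulfate through the metallothionein promoter; potency is the fitted concentration of half-maximal effect; % is set by controls: 0 for no effect and ±100 for the full control effect; nearly all actives have a fitted effect of over 50% in size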
MBNL1 CUG block – qHTS Assay for Inhibitors of MBNL1-poly(CUG) RNA binding; Potency, µM (series often up to 57.5 µM), inactives show at the highest dose activity change, negative = inhibition, hits mostly inhibitors; TR-FRET MBNL1-His/biotin-(CUG)12 binding, 665/545 ratio; 0.036% of 280,000 active; active = well fitted inhibition curve with a large enough effect in the signal ratio, with a control signal flat, not every such curve was filed as active; inconclusive = small, poorly fitted or top-dose-only effect, or effect the other way, or a change in a side signal; inactive = no such curve, though single readings can be large or run the other way; the % refers to the signal ratio; note: potency is the fitted concentration of half-maximal effect; % is set by controls: 0 for no effect and ±100 for the full control effect
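TR-FRET between His-tagged MBNL1 and biotin-(CUG)12 RNA, detected with Tb anti-His antibody (0.055 ng/ul) and streptavidin-XL665 (5 nM), 60 min at room temperature. Compounds titrated 92 nM to 58 uM; 665/545 nm ratio normalized to buffer and complex controls.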
KCNH2 3.1 inh – qHTS for Inhibitors of KCHN2 3.1: Mutant qHTS. U2OS KCNH2 3.1, thallium flux FluxOr; stronger effect = lower value. 0.95% of 340,000 active. activity change, % (tested at about 1.8 µM);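 active = maximum activity change below -70%; inconclusive = maximum activity change from -70% to -50%; inactive = maximum activity change above -50%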;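 note: thallium influx rate constant from kinetic fluorescence after stimulation buffer; % is set by controls: 0 for no effect and ±100 for the full control effect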
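FluxOr-based Tl+ influx in U2OS cells transduced with KCNH2 3.1 virus; rate constants normalized to DMSO controls.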
ELG1 DNA repair – qHTS screen for small molecules that inhibit ELG1-dependent DNA repair in human embryonic kidney (HEK293T) cells expressing luciferase-tagged ELG1; Potency, µM (series often up to 46.1 µM), for the others: top-dose activity change, negative = inhibition, hits mostly inhibitors; 2.3% of 330,000 active; HEK293T ELG1-luciferase reporter, luminescence, 16 h; DNA damage induced by 5-fluorouridine; AID 504467, 2011; note: potency is the fitted concentration of half-maximal effect; % is set by controls: 0 for no effect and ±100 for the full control effect; nearly all actives have a fitted effect of over 55% in size
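Step one: seed 2,000 cells per well. Step two: pin-transfer compound or DMSO alongside 5-fluorouridine. Step three: incubate 16 hr, 37 °C, 5% CO2. Step four: add ONE-Glo, wait 30 min, read luminescence.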
Rab9 prom act – qHTS Assay for Rab9 Promoter Activators | Huh7 Rab9 promoter-luciferase reporter, luminescence, 24 h | 2.8% of 320,000 active | AID 485297, 2010 | Potency, µM (doses to about 9.22 µM), for inactives: at the top dose activation, negative = inhibition, usual class: activators; note: potency is the fitted concentration of half-maximal effect; % of control where 0% means no effect; nearly all actives have a fitted effect of over 60% in size
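Quantitative HTS format; Huh7 Rab9-luciferase reporter cells (1500/well) receive compound 2 h post-plating, incubate 24 h at 37 °C, then get luciferase reagent for 10 min before luminescence reading.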
FLuc counter – qHTS profiling assay for firefly luciferase inhibitor/activator using purifed enzyme and Km concentrations of substrates (counterscreen for miR-21 project). Luciferin 4-monooxygenase (Photinus pyralis), P08659. purified FLuc, Km substrates, luminescence inhibition. Potency, µM (top dose mostly 57.5 µM), inactives show top-dose activity change, negative = inhibition, actives largely listed as inhibitors. 6.9% of 360,000 active. AID 588342, 2011;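 note: potency is the fitted concentration of half-maximal effect; plate controls were vehicle for no effect and reference inhibitor for full effect; nearly all actives have a fitted effect of over 55% in size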
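Purified P. pyralis luciferase (10nM final) with 10uM D-luciferin and 10uM ATP (Km levels) in 50mM Tris acetate pH 7.5, 10mM Mg acetate, 0.01% Tween-20, 0.05% BSA; qHTS 6-point titration, ~60 µM downward; luminescence read.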
An asterisk follows results filed as active; ? = inconclusive; . = no result given; [ ] = remark or other dose. Unless noted, calls come from the whole dose curve; as a rule, active = well fitted curve in the direction sought with a large enough effect; inconclusive = small, poorly fitted or top-dose-only effect, or another doubt; inactive = no such curve, though single readings can be large; an effect the other way counts as inactive or inconclusive. An excerpt; the hit share may differ from the screen's.

SMILES	NPC1 prom act	Mito fusion act	PKM2 act	RORgamma inh	Menin MLL FP TR	VP16 counter	MBNL1 CUG block	KCNH2 3.1 inh	ELG1 DNA repair	Rab9 prom act	FLuc counter
COc1ccc(NC(=O)C2CCCCN2S(=O)(=O)c2ccc(F)cc2)c(OC)c1 (stereo not given)	0%	-8%	0%	58%	-5%	9%	9%	6	?	2%	4%
CSCCC(NS(=O)(=O)c1cccs1)C(=O)NCc1ccc(C)cc1 (stereo not given)	-3%	-8%	-8%	45%	-7%	4%	-8%[11.5 µM]	7	2%	-6%	-1%
CC(OC(=O)Cc1n[nH]c(=O)c2ccccc12)C(=O)Nc1cccc([N+](=O)[O-])c1 (stereo not given)	-3%	0%	.	9%	-2%	5%	?	-7	-3%	15%	-3%
COc1cc(CC(=O)OCC(=O)Nc2ncc(Cl)cc2Cl)cc(OC)c1OC	-4%	1%	0%	2%	-1%	-6%	-1%	-3	8%	-3%	-1%
CC(=O)Nc1ccc(NC=C(C#N)C#N)cc1	2%	0%	2%	4%	.	-4%	-3%	9	0%	3%	-1%
CC(=O)/C(=N\Nc1ccccc1Cl)Sc1nnc(-c2ccccc2)n1-c1ccccc1	-1%	0%	-5%	10µM*	-5%	?	-12%	.	-19%	2%	-1%
CCOc1ccc(CCNC(=O)c2nn(C)c3c2CS(=O)(=O)c2ccccc2-3)cc1	-6%	18%	8%[0.46 µM]	1%	24%	-15%	-9%	-7	?	-3%	-1%
CCOc1ccccc1NC(=O)NCc1ccccc1	6%	?	-2%	0%	9%	-4%	-2%	.	10%	-7%	?
O=c1cc(N2CCN(Cc3ccccc3)CC2)c(-c2ccccc2)n[nH]1	-3%	0%	-7%	7%	-11%	-2%	0%	-1	4%	-3%	1%
Cc1cc(C)c(C)c(S(=O)(=O)NCc2ccc(C(=O)N3CCN(C)CC3)cc2)c1C	3%	-4%	1%	-3%	.	?	-12%	-1	.	-12%	3%

RORgamma inh, what is marked active above.
smiles | NPC1 prom act | PKM2 act | RORgamma inh | Menin MLL FP TR | Rab9 prom act
CC(=O)/C(=N\Nc1ccccc1Cl)Sc1nnc(-c2ccccc2)n1-c1ccccc1 | -1% | -5% | 10µM* | -5% | 2%

Next records follow.
SMILES	NPC1 prom act	Mito fusion act	PKM2 act	RORgamma inh	Menin MLL FP TR	VP16 counter	MBNL1 CUG block	KCNH2 3.1 inh	ELG1 DNA repair	Rab9 prom act	FLuc counter
CC(C)C(=O)Nc1c2c(nn1-c1ccccc1)CSC2	-6%	3%	.	-22%	.	-3%	-3%	-3	-4%	-3%	0%
Cc1ccc(O)c(CNCCNCc2cc(C)ccc2O)c1	-5%	-7%	.	.	.	.	.	-4	21%	-2%	3%
COc1ccc(C)cc1N(CC(=O)NC1CCCC1)C(=O)CCC(=O)Nc1cc(C)on1	-3%	-1%	-8%	25%	-3%	10%	-10%	2	-4%	-6%	4%
O=c1c2ccccc2nc(-c2ccc(Cl)cc2Cl)n1CCCn1ccnc1	-1%	-1%	0%	-24%	-2%	-3%	4%	7	?	13%	15%
O=C(NCCc1ccc(O)cc1)c1ccc(Cl)cc1	?	-1%	-1%	1.6µM*	2%	?	-7%	8	?	?	12µM*
Cc1ccc(N2CCN(S(=O)(=O)N3CCCCC3)CC2)cc1C	-6%	11%	1%	7%	8%	-20%	-8%	-24	-1%	-7%	2%
Cc1cccc(CSCCNC(=O)CN2C(=O)c3ccccc3S2(=O)=O)c1	-25%	0%	.	-1%	-8%	11%	-9%	-9	13%	0%	-1%
CCCCn1c(=O)n(CC(O)c2ccccc2)c(=O)c2c1ncn2C1CCCC1 (stereo not given)	0%	16%	9%	-3%	3%	-1%	-5%	-11	?	-5%	8%
CCCCc1ccc(NC(=O)C2CCN(S(C)(=O)=O)CC2)cc1	-3%	-5%	0%	8%	-7%	2%	10%	16	5%	-4%	0%
COc1ccc(N=C2SCC(=O)N2Cc2ccccc2)cc1	-2%	0%	-2%	1%	8%	4%	-11%	10	?	-1%	-10%
O=C(Cc1ccccc1)NNS(=O)(=O)c1ccc([N+](=O)[O-])cc1	0%	-2%	-25%	20%[10 µM]	3%	-6%	.	2	24%	1%	-1%
COc1ccc(NC(=S)NCCCc2ccccc2)cc1	-2%	-1%	6%	3.5µM*	-1%	13µM*	-13%	-20	1%	-8%	-9%
CCN(CC)c1ccc(NC(=O)CCc2nnc3ccc(N4CCCC4)nn23)c(C)c1	2%	-3%	1%	-1%	-5%	0%	13%	-7	?	7%	-1%
NC(=O)NC(=O)CC1S/C(=N/N=C2\CSC(=O)N2)NC1=O (stereo not given)	-2%	14%	14%	-30%	21%	4%	6%	7	2%	-4%	-4%
COc1ccc(OC)c(NS(=O)(=O)c2ccc(Cl)s2)c1	-2%	-23%	-3%	45%	15%	-3%	-6%	12	?	-2%	0%
CC(C)(C)C#CC(CCc1ccccc1)OS(N)(=O)=O (stereo not given)	-3%	-3%	0%	-8%	-21%	4%	-2%	.	-8%	-6%	-3%
O=C(CCOc1ccccc1)NCC(c1ccco1)N1CCCCC1 (stereo not given)	-2%	-4%	-4%	9%	-9%	12%	-2%	26	?	-1%	4%
Cc1ccc(N(C(=O)c2sc(C)nc2C)C(C(=O)NC(C)(C)C)c2ccncc2)cc1 (stereo not given)	-3%	1%	4%	-13%	-10%	-7%	1%	4	?	1%	-1%
O=C(Nc1ccc2c(c1)OCO2)C1CC(c2cccc(Br)c2)=NO1 (stereo not given)	0%	1%	1%	-44%	7%	4%	-5%	21	6%	-3%	0%
COc1ccc(/C=C/C(=O)Nc2cccc(S(=O)(=O)NC3=NCCCCC3)c2)cc1OC	-5%	2%	.	.	.	.	.	-6	?	-4%	?

4 entries out of the list above, ordered by the value under Rab9 prom act, descending:
| SMILES | Rab9 prom act |
| --- | --- |
| CCN(CC)c1ccc(NC(=O)CCc2nnc3ccc(N4CCCC4)nn23)c(C)c1 | 7% |
| O=C(Cc1ccccc1)NNS(=O)(=O)c1ccc([N+](=O)[O-])cc1 | 1% |
| COc1ccc(OC)c(NS(=O)(=O)c2ccc(Cl)s2)c1 | -2% |
| NC(=O)NC(=O)CC1S/C(=N/N=C2\CSC(=O)N2)NC1=O (stereo not given) | -4% |

Following part
SMILES	NPC1 prom act	Mito fusion act	PKM2 act	RORgamma inh	Menin MLL FP TR	VP16 counter	MBNL1 CUG block	KCNH2 3.1 inh	ELG1 DNA repair	Rab9 prom act	FLuc counter
Cc1c(C(=O)NCC2CCCO2)sc2nc(-c3ccc(F)cc3)cn12 (stereo not given)	19%	8%	7%	?	-11%	2%	-2%	6	16%	27%	?
CN1CCN(CCn2c(=S)[nH]c3ccccc3c2=O)CC1	0%	1%	.	-8%	25%	5%	-9%	-4	15%	-3%	1%
O=C(Nc1nc(-c2cccs2)cs1)c1ccc(S(=O)(=O)N2CCCCC2)cc1	-7%	?	-3%	40%	?	6%	54%[activator]	-8	?	-12%	10%
C/C(=N/NC(=O)COc1cc(C)ccc1C(C)C)C(=O)O	-7%	6%	2%	5%	-12%	4%	-10%	-13	-6%	-9%	-15%
CCOC(=O)C1CCCN(CCSc2ccc(C)cc2)C1 (stereo not given)	2%	-10%	-15%[11.5 µM]	-23%	-10%	14%	-9%	-5	-2%	14%	0%
CCCN(C(=O)CSCc1ccccc1C)c1c(N)n(Cc2ccccc2)c(=O)[nH]c1=O	0%	2%	.	.	.	.	.	-5	?	1%	-3%
C=CCNC(=O)C(=O)NN=C1CCN(C)CC1	1%	-3%	0%	6%	-1%	4%	-2%	-18	-2%	-6%	5%
